TbPYK inhibitor = qHTS of Trypanosoma Brucei Inhibitors. Potency, µM (highest dose often 76.8 µM), for the others: at the highest dose activity, negative = inhibition, actives largely listed as inhibitors. actives 0.12% (n = 410,000). pyruvate kinase (Trypanosoma brucei), Q57TT1. TbPYK enzyme, Kinase-Glo Plus ATP luminescence, 45 min; note: potency is the fitted concentration of half-maximal effect; nearly all actives have a fitted effect of over 50% in size
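Luminescence from Kinase-Glo Plus, added after a 45-minute room-temperature reaction, served as the end-point read-out. The enzyme and substrate were preincubated with compound before ADP (130 uM final) initiated turnover. Concentration-effect curves came from normalized qHTS data.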
AmpC detergent = qHTS Inhibitors of AmpC Beta-Lactamase (assay with detergent) | P00811 | AmpC hydrolysis of nitrocefin, absorbance 480 nm, 0.01% Triton | Potency, µM (highest dose often 114 µM), without a hit: at the top dose activity change, negative = inhibition, usual class: inhibitors | actives 0.041% (n = 370,000) | AID 485294, 2010;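 note: potency is the fitted concentration of half-maximal effect; 0% = no-compound wells and -100% = no-enzyme wells; nearly all actives have a fitted effect of over 25% in size; some results filed as inactive show a strong effect at the top dose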
Target sequence (P00811 whole entry, looked up): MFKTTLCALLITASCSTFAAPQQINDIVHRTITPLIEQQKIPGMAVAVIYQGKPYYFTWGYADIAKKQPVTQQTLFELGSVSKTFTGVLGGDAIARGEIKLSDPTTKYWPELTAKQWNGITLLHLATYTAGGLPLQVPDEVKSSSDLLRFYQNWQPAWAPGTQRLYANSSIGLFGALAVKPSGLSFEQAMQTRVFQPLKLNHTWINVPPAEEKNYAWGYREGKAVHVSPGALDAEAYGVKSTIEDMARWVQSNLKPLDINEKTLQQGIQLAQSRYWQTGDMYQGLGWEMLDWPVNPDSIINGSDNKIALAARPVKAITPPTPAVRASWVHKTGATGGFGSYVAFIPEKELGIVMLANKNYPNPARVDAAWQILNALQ
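AmpC (5.3 nM in the dispensed reagent) in 20 mM phosphate pH 7.0 with 0.01% (detergent screen) or 0.0001% Triton X-100 was preincubated with compounds for 15 min at room temperature. Nitrocefin was then added from an 800 uM solution, and hydrolysis was followed at 480 nm.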
LmPK inh = qHTS Assay for Inhibitors of Leishmania Mexicana Pyruvate Kinase (LmPK); Q27686; purified LmPK, Kinase-Glo ATP luminescence, 1 h; Potency, µM (titrated, usually from 57.5 µM), for inactives: top-dose activity change, negative = inhibition, most hits filed as inhibitors; actives 0.37% (n = 290,000); AID 1721, 2009; note: potency is the fitted concentration of half-maximal effect
Target sequence (Q27686 whole entry, looked up): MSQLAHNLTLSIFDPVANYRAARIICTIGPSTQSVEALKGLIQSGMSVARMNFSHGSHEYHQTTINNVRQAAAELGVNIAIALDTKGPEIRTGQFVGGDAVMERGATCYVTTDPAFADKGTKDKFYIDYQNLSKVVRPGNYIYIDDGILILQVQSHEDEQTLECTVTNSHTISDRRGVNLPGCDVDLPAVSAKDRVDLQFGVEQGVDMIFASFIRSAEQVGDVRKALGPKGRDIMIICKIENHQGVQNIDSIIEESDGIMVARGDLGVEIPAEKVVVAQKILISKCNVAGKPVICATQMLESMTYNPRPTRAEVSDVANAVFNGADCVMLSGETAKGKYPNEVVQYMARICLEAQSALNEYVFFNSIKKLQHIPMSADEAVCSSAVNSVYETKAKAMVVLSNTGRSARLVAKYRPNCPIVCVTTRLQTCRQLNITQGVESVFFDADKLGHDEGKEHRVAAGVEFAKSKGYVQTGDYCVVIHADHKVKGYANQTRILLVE
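Purified LmPK (0.1 nM) converted ADP (0.1 mM) to ATP with PEP (0.5 mM) in imidazole buffer pH 7.2 with KCl and MgCl2, 1 h at room temperature. ATP was read by Kinase-Glo luminescence; data normalized to uninhibited and no-enzyme controls.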
HCMV antiviral = qHTS Assay for inhibitors of the human cytomegalovirus (HCMV); HFF cells, HCMV-luciferase reporter, 72 h; stronger effect = lower value; activity change, negative = inhibition, % at 57.5 µM; actives 4.5% (n = 410,000); in the data active = activity change below about -60%; inconclusive = no clear call, values can overlap the other calls; inactive = above about -39%
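HFF cells seeded 16 h at 37C, treated with compounds, infected with luciferase-reporter HCMV at MOI 1 PFU/cell; luciferase read at 72 h post infection, normalized to buffer-only and Salinomycin controls.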
AMA1 RON2 block = qHTS for Inhibitors of AMA1-RON; Towards Development of Antimalarial Drug Lead: Primary Screen | Plasmodium falciparum AMA1 (3D7) - RON2 peptide interaction | AlphaScreen AMA1-biotinylated RON2 peptide binding | Potency, µM (doses to about 58.2 µM), inactives show at the highest dose activity change, negative = inhibition, most hits filed as inhibitors | actives 0.2% (n = 360,000);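 note: potency is the fitted concentration of half-maximal effect; 0% = vehicle wells and -100% = peptide control; nearly all actives have a fitted effect of over 45% in size; some results filed as inactive show a strong effect at the top dose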
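AMA1 (3D7) with his tag at 25 nM final met compounds first, then biotinylated RON2 peptide at 25 nM; detection used donor plus acceptor beads, 10 µg/mL apiece, read by AlphaScreen after 30 min at room temperature.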
AmpC inh no detg = qHTS Inhibitors of AmpC Beta-Lactamase (assay without detergent); AmpC nitrocefin hydrolysis, absorbance 480 nm, 0.0001% Triton; AID 485341, 2010; actives 0.52% (n = 330,000); Potency, µM (top dose mostly 57.1 µM), without a hit: top-dose activity change, negative = inhibition, most hits filed as inhibitors;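 note: potency is the fitted concentration of half-maximal effect; plate controls were no compound for no effect and no enzyme for full effect; nearly all actives have a fitted effect of over 20% in size; some results filed as inactive show a strong effect at the top dose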
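20 mM phosphate pH 7.0 + 0.01% (detergent screen) or 0.0001% Triton X-100; 5.3 nM AmpC reagent; cpd preinc 15 min RT; nitrocefin (800 uM stock) to start; A480 q20 s × 4 min; Activity was normalised to no-enzyme and no-compound control wells.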
Sm TGR inh = qHTS Assay for the Inhibitors of Schistosoma Mansoni Peroxiredoxins. Schistosoma mansoni thioredoxin glutathione reductase (TGR), Q962Y6. purified TGR, DTNB reduction, TNB absorbance 405 nm. Potency, µM (doses to about 114 µM), inactives show at the top dose activity change, negative = inhibition, most hits filed as inhibitors. actives 3% (n = 360,000). AID 485364, 2010; note: potency is the fitted concentration of half-maximal effect; nearly all actives have a fitted effect of over 60% in size
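TGR 20 nM + NADPH 100 uM (dispensed conc.), cpd preinc 15 min RT; start with NADPH (500 uM addition) then DTNB (15 mM addition). Kinetic TNB absorbance, 405 nm filter. Four-parameter Hill fit across titration.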
Numbers without * were called inactive; ? = inconclusive; nt = not tested or not shown; [ ] = remark or other dose. Unless noted, calls come from the whole dose curve; as a rule, active = well fitted curve in the direction sought with a large enough effect; inconclusive = small, poorly fitted or top-dose-only effect, or another doubt; inactive = no such curve, though single readings can be large; an effect the other way counts as inactive or inconclusive. Unless noted, % is set by controls: 0 for no effect and ±100 for the full control effect.

SMILES | TbPYK inhibitor | AmpC detergent | LmPK inh | HCMV antiviral | AMA1 RON2 block | AmpC inh no detg | Sm TGR inh
Cc1cccc(NC(=O)C2CCCN(c3cnccn3)C2)c1 (stereo unspecified) | 14% | -6% | 1% | 3 | -9% | -2% | -12%
COc1ccc(S(=O)(=O)c2cnc3cc(OC)c(OC)cc3c2N2CCCC(C)C2)cc1 (stereo unspecified) | 1% | -4% | nt | -32 | nt | nt | 1%
CN1CCN(C(=S)c2ccc(-c3cccc([N+](=O)[O-])c3)o2)CC1 | -9% | -2% | -2% | 78 | -18% | 33% | -22%
COc1ccc(Cl)cc1NC(=O)c1c(NCc2ccc(C)o2)sc2c1CCC(C)C2 (stereo unspecified) | ? | -2% | nt | 15 | nt | nt | ?
CCN(C(C)=O)N(CC)c1nc(Cl)nc(NC(C)C)n1 | 1% | 6% | -2% | ? | 17% | -16% | 9%
O=C(Nc1cccc(F)c1)N1CCCCCC1 | 10% | 6% | -7% | ? | -16% | -19% | 14%
O=C(CN1CCN(c2ccc(O)cc2)CC1)N(C1CC1)C1CCS(=O)(=O)C1 (stereo unspecified) | -22% | 8% | nt | -28 | 4% | -3% | -21%
COc1ccc(CCNC(=O)CSc2nnc(CNC(=O)c3cccs3)o2)cc1OC | -1% | -3% | -4% | -28 | -11% | -6% | 1%
COc1ccc(CNC(=O)C2CCCN(S(=O)(=O)c3cc(C)ccc3OC)C2)cc1 (stereo unspecified) | 0% | ? | -2% | -30 | 0% | 14% | 1%
NC1=NC(=O)/C(=C\c2cccnc2)S1 | -1% | -1% | 2% | ? | -5% | -15% | 0%
S=C(Nc1ccc(Nc2ccccc2)cc1)NC1CCCCCC1 | -18% | 12% | 2% | -87* | -19% | -33% | nt
COCCN(C(=O)c1cc(-c2ccco2)nc2ccccc12)c1c(N)n(Cc2ccccc2)c(=O)[nH]c1=O | -3% | nt | nt | -69* | -16% | -12% | nt
COc1ccc(Cc2nnc(NC(=O)CSc3ccc(C)cc3)s2)cc1 | 0% | -14% | 6% | 14 | -5%[2.32 µM] | -24% | 5%
CC(=O)C1=C(O)C(=O)N(c2cccnc2)C1c1cccc([N+](=O)[O-])c1 (stereo unspecified) | 6% | 7% | 0% | 18 | -4% | -5% | 1%
CN(C(=O)COc1nnc(-c2cccs2)c(-c2cccs2)n1)c1ccccc1 | -6% | -13% | 2% | ? | -5% | 5% | -25%
CC(=O)Cc1nsc(NC(=O)c2ccc(Br)o2)n1 | 2% | -7% | 0% | 44 | 8% | -16% | -23%
CCOC(=O)c1ccc2[nH]c(C)cc(=O)c2c1 | 4% | ? | -5% | -19 | -10% | -18% | -28%
OCCNC(=S)NC1CCCCC1 | -2% | ? | -4% | 11 | -6% | -4% | 7%
COc1ccccc1NC(=O)N1CCCC(CNC(=O)c2ccccc2Cl)C1 (stereo unspecified) | -1% | -9% | 9% | 0 | 1% | -5% | -13%
CN(C(=O)CSc1nc2cc(C(=O)O)ccc2c(=O)n1Cc1ccccc1)C1CCS(=O)(=O)C1 (stereo unspecified) | 0% | ? | -8% | -6 | -1% | -13% | 19%
CCC(=O)Nc1cc(NC(=O)CSc2ncc(-c3ccc(F)cc3)n2Cc2ccco2)ccc1C | -4% | ? | -1% | 86 | 2% | 59% | 45µM*
O=C(Nc1ccc(N2CCOCC2)c(Cl)c1)c1cccc(F)c1 | 1% | -5% | -12% | 46 | -6% | -36% | 6%
Cc1cc2ncn(C3CC(=O)N(Cc4ccccc4)C3=O)c2cc1C (stereo unspecified) | -4% | -3% | 1% | -15 | -5% | 87%[activator] | -27%
O=c1ccnc(Nc2ccc3c(c2)OCCO3)[nH]1 | -4% | 15% | 2% | ? | 14% | -25% | 3%
COc1ccc(Nc2ncnc3c2cnn3-c2ccccc2)cc1OC | -2% | ? | -1% | ? | 18% | -13% | 7%
Other records follow.
SMILES | TbPYK inhibitor | AmpC detergent | LmPK inh | HCMV antiviral | AMA1 RON2 block | AmpC inh no detg | Sm TGR inh
COc1ccc(CNS(=O)(=O)c2ccc3c(c2)NC(=O)CS3)cc1 | 0% | -8% | 1% | 5 | -2% | -30% | -6%
O=C(NCCc1ccccc1)c1ccc(CSc2nc3cccnc3n2Cc2ccc(F)cc2)cc1 | 1% | 2% | nt | -13 | nt | nt | 1%
CC(=O)c1sc(NC(=O)CCOc2ccccc2)nc1C | 0% | -9% | 4% | 31 | -6% | -32% | -15%
COc1ccc2[nH]c3c(c2c1)CCN1C(=O)N([C@@H](C)C(=O)NCc2ccc(C)cc2)C(=O)[C@]31C | -8% | -13% | -11% | 2 | -19% | 68%[activator] | -5%
O=C(Nc1ccc(Br)cc1F)N1CCC(CN2CCCC2)CC1 | 5% | 6% | nt | ? | nt | nt | -20%
O=C(CSc1ccccc1)N/N=C/c1ccccc1O | -1% | -9% | 1% | ? | 61%[activator] | -41% | nt
CN1CCN(c2ccccc2NC(=O)COc2ccc(Cl)cc2)CC1 | -1% | 6% | 0% | 5 | 0% | -5% | -21%
CCCCCCSc1ccc([C@@H]2[C@H]3C(=O)N(C)C(=O)[C@H]3[C@]3(C(=O)OC)CCCCN23)cc1OC | -9% | -3% | nt | 30 | -19% | 180%[activator] | ?
CCN1CCN(Cc2c(O)c(Cl)cc3c(C)cc(=O)oc23)CC1 | 6% | 4% | -3% | -10 | 2% | -11% | ?
Cc1cc(C)c(NC(=O)CNC(=O)c2cc([N+](=O)[O-])ccc2N2CCOCC2)c(C)c1 | -1% | ? | nt | -4 | 4% | -7% | -7%
O=C1N=C(N2CCc3ccccc3C2)S/C1=C\c1ccc(O)cc1 | 2% | ? | 1% | -31 | -6% | -19% | 8%
N#CCCN(C(=O)COc1ccc(Cl)cc1Cl)c1ccccc1 | 1% | -4% | 1% | 116 | 26% | 15% | -10%
Clc1ccc(CCNc2ncnc3nc[nH]c23)cc1 | -1% | -10% | -3% | nt | 26% | -38% | 9%
Nc1sc(-c2ccccc2)c(Cc2ccccc2)c1C(=O)O | -6% | 0% | -1%[11.5 µM] | 14 | 12% | -49% | -2%
CC(NC(=O)CCCC1=NS(=O)(=O)c2ccccc2N1)c1ccccc1 (stereo unspecified) | 3% | 4% | nt | 17 | nt | nt | -3%
CC(=O)Nc1cccc(NC(=O)Cc2nc(-c3ccccc3)sc2-c2ccc(C)cc2)c1 | -1% | -4% | -3% | -5 | -24% | -41% | 0%
Cc1ccccc1C(=O)NC1CC2CCCC(C1)N2CC(C)C (stereo unspecified) | 6% | nt | nt | 1 | 0% | nt | nt
C/C(=N\NC(=O)c1ccncc1)C12CC3CC(CC(C3)C1)C2 | -7% | ? | -6% | -4 | 9% | -1% | -5%
CC1=CC(C)(C)N2C(=O)C3(C(C#N)=C(N)OC4=C3C(=O)CC(C)(C)C4)c3c(C)c(C)cc1c32 (stereo unspecified) | 1% | 0% | 0% | 3 | 6% | 176%[activator] | -14%
Cc1c(NC(=O)CSc2nc3ccccc3n2C)c(=O)n(-c2ccccc2)n1C | -9% | -15% | 2% | ? | -6% | -8% | 1%
CCn1nc(C(=O)NNC(=O)c2ccccc2)c2ccccc2c1=O | -1% | -1% | nt | 10 | 42%[activator] | -14% | 0%
O=C(c1cc(Br)c(Br)s1)N1CCc2ccccc2C1 | 0% | nt | nt | 31 | 14% | -20% | nt
O=[N+]([O-])c1ccc(N=Cc2c(O)ccc3ccccc23)cc1 | -21% | -4% | -3% | 1 | 11% | -8% | 22µM*

Source: PubChem (National Center for Advancing Translational Sciences (NCATS))
